KCNH2 3.1 inh = blocks the human KCNH2 3.1 channel isoform; U2OS KCNH2 3.1, thallium flux FluxOr; active compounds read low; hit rate 0.95% among 340,000; activity change, % (tested at about 1.8 µM);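 active = maximum activity change below -70%; inconclusive = maximum activity change from -70% to -50%; inactive = maximum activity change above -50%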;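 also: thallium influx rate constant from kinetic fluorescence after stimulation buffer; % is scaled to controls: 0 for no effect and ±100 for the full control effect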
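Normalized rate constant (relative to positive and negative DMSO controls) derived from a 2 min kinetic fluorescence read after stimulation; U2OS cells expressing the 3.1 isoform via virus at 1.77 x 10^8 /mL.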
a7 integrin act = activators of alpha7 integrin expression for muscular dystrophy; alpha7betagal myoblasts, beta-gal FDG fluorescence, 48 h; Potency, µM (highest dose often 38.3 µM), for the others: top-dose activation, actives largely listed as activators; hit rate 0.064% among 350,000;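 also: potency is read from the fitted curve at half-maximal effect; 100% = response of the positive control SU9516; nearly all actives have a fitted effect of over 60% in size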
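Alpha7betagal+/- myoblasts (passage 13) were plated 16-24 hr, then exposed to compounds (1:260 dilution of DMSO stock) for 48 hours at 37C. After MPER lysis, β-galactosidase reporter activity was read as FDG fluorescence (ex 480/em 540) after 30 minutes.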
FBPA coupling cs = counter-screen for Giardia aldolase inhibitors: coupling enzyme system; coupling enzyme system counterscreen, AmpLite Red fluorescence; hit rate 0.67% among 290,000; activity change, negative = inhibition, % at 58.2 µM, hits read low; AID 2472; in the data active = activity change below about -30%; also: % is scaled to controls: 0 for no effect and ±100 for the full control effect
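Activity here indicates interference with the coupling reaction, not aldolase inhibition. Compounds at 57.5 uM final met coupling enzymes for 10 min at RT; substrate and AmpLite Red detection followed, with a 525/598 nm fluorescence read after 20 min.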
AT treatment = candidate therapy for ataxia-telangiectasia | […] A-T fibroblasts, KAP-1 phosphorylation AlphaLISA; neocarzinostatin DNA damage 30 min before lysis | Potency, µM (titrated, usually from 57.5 µM), for the others: at the highest dose activation, actives largely listed as activators | hit rate 0.19% among 320,000; also: potency is read from the fitted curve at half-maximal effect; % of control where 0% means no effect; nearly all actives have a fitted effect of over 45% in size
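hTERT-immortalized A-T patient fibroblasts ([…]), 500 cells/well in OPTI-MEM, 1% FBS, got compounds for 60 min, then NCS for 30 min at 37C. Lysates were then assayed for phospho-KAP-1 by AlphaLISA (anti-pKAP1 donor, anti-KAP1 acceptor beads), 6 hr at 25C.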
S-ASM inh = human S-ASM enzyme inhibition; placental ASM, HMU-PC fluorogenic substrate, 60 min; Potency, µM (series often up to 57.5 µM), inactives show top-dose activity change, negative = inhibition, hits mostly inhibitors; hit rate 0.006% among 340,000; AID 504937; also: potency is read from the fitted curve at half-maximal effect
Target sequence (P17405 47-631 limits assumed): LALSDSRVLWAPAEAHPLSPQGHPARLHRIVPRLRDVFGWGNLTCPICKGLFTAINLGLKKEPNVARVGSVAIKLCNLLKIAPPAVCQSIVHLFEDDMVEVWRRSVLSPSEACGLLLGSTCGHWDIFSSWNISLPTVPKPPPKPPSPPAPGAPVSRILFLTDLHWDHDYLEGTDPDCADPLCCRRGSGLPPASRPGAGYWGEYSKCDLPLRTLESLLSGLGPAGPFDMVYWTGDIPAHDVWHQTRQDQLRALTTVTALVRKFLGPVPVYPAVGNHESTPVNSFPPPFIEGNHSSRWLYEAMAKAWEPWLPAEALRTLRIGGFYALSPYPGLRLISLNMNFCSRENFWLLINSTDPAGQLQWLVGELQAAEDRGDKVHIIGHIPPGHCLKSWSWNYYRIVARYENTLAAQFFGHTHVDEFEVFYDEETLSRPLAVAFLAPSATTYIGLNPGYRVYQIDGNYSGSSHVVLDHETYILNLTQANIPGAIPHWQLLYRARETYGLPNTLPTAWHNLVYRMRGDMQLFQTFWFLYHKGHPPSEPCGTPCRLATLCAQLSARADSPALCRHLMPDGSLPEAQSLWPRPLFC
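Steps: dispense placental human ASM, pin compound, wait 10 min at room temperature, add HMU-PC0 substrate at 9 uM final, incubate 60 min at 37 °C, add stop solution raising pH to 10, read fluorescence.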
TRPV1 ag = agonists of human vanilloid receptor 1 (TRPV1); Q8NER1; TRPV1-expressing cells, Fluo-8 calcium influx, agonist mode; activation, % at 8.33 µM; hit rate 0.19% among 320,000; in the data active = activation above about 80%; inconclusive = between about 30% and that limit; also: 0% is about no effect
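TRPV1-expressing cells were cultured overnight at 35.5C and loaded with Fluo-8 calcium dye for 40 to 90 min at room temperature. After a 10 s baseline, compound was added and calcium influx was read kinetically for 3 min (ex 480/em 520 nm).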
MBNL1 CUG block = MBNL1-poly(CUG) RNA binding inhibition | TR-FRET MBNL1-His/biotin-(CUG)12 binding, 665/545 ratio | Q9NR56 | AID 2675 | hit rate 0.036% among 280,000 | Potency, µM (highest dose often 57.5 µM), inactives show at the top dose activity change, negative = inhibition, actives largely listed as inhibitors; active = well fitted inhibition curve with a large enough effect in the signal ratio, with a control signal flat, not every such curve was filed as active; inconclusive = small, poorly fitted or top-dose-only effect, or effect the other way, or a change in a side signal; inactive = no such curve, though single readings can be large or run the other way; the % refers to the signal ratio; also: potency is read from the fitted curve at half-maximal effect; % is scaled to controls: 0 for no effect and ±100 for the full control effect
Target sequence (Q9NR56 whole entry, looked up): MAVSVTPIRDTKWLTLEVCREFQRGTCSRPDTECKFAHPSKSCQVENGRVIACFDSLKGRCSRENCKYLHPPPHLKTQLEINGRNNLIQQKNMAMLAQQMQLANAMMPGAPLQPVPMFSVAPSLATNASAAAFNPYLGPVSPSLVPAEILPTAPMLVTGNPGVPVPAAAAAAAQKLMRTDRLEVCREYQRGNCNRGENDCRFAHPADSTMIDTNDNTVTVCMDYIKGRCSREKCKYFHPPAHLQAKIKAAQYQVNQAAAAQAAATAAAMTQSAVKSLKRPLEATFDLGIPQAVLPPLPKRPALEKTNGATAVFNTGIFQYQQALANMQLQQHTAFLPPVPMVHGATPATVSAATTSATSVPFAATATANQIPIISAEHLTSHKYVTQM
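TR-FRET readout: Ex 340 nm, 665/545 nm emission ratio, normalized to buffer-only (basal) and MBNL1-(CUG)12 controls. Complex of MBNL1-His with Biotin-(CUG)12, compounds 92 nM–58 uM, incubated 60 min at room temperature.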
CXXC DNA block = blocks binding of human MLL CXXC domain to DNA. MLL-CXXC / FITC-HOXA9 DNA fluorescence polarization. Potency, µM (series often up to 115 µM), for the others: top-dose activity change, negative = inhibition, actives largely listed as inhibitors. hit rate 0.037% among 290,000. AID 2662; active = well fitted inhibition curve with a large enough effect in the polarisation, with a control signal flat, not every such curve was filed as active; inconclusive = small, poorly fitted or top-dose-only effect, or effect the other way, or a change in a side signal; inactive = no such curve, though single readings can be large or run the other way; the % refers to the polarisation; also: potency is read from the fitted curve at half-maximal effect
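Steps: dispense CXXC domain solution (7 uM) → pin compounds or unlabeled HOX-A9 DNA control → 5 min ambient → add FLSN-HOX-A9 solution (50 nM) → spin → 30 min ambient → fluorescence polarization. Tris pH 7.5/NaCl/DTT/BSA buffer.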
hERG WT inh = blocks the wildtype human KCNH2 potassium channel. activity change, % at 1.84 µM. U2OS, BacMam KCNH2, thallium flux FluxOr; active compounds read low. Q12809. AID 720551. hit rate 0.37% among 340,000;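 active = maximum activity change below -70%; inconclusive = maximum activity change between -70% and -50%; inactive = maximum activity change above -50%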; also: % is scaled to controls: 0 for no effect and ±100 for the full control effect
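U2OS cells transduced with wild-type KCNH2 virus are loaded with FluxOr dye for 45 min, and thallium flux is measured in kinetic reads before and after stimulation buffer. Rate constants are normalized to DMSO controls.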
GALK inh = inhibitors of human galactokinase | P51570 | Purified GALK, Kinase-Glo residual ATP luminescence | Potency, µM (highest dose often 57.5 µM), without a hit: at the top dose activity change, negative = inhibition, hits mostly inhibitors | hit rate 0.007% among 270,000 | AID 1868; also: potency is read from the fitted curve at half-maximal effect; % is scaled to controls: 0 for no effect and ±100 for the full control effect
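Kinase-Glo Plus luminescence measured ATP left after a 1 h room-temperature reaction. The reaction used 5 nM GALK, 100 uM galactose and 35 uM ATP at pH 8.0 (20 mM HEPES, 5 mM MgCl2, 60 mM NaCl, 1 mM DTT, 0.01% BSA).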
* = called active by the depositor; ? = inconclusive; . = no result given; & = joins results of further samples; [ ] = another dose, or the depositor's remark. Unless noted, calls follow the shape of the dose curve; as a rule, active = well fitted curve in the direction sought with a large enough effect; inconclusive = small, poorly fitted or top-dose-only effect, or another doubt; inactive = no such curve, though single readings can be large; an effect the other way counts as inactive or inconclusive.

SMILES | KCNH2 3.1 inh | a7 integrin act | FBPA coupling cs | AT treatment | S-ASM inh | TRPV1 ag | MBNL1 CUG block | CXXC DNA block | hERG WT inh | GALK inh
CCOCCCNC(=O)C(NC(=O)c1ccccc1O)c1ccc(Cl)cc1 (stereo not drawn) | 22 | 12% | -1 | -3% | -12% | 12 | -5% | 11% | 2 | -3%
CC(=O)Nc1ccc(OCC(O)CN2CCCCC2C)cc1 (stereo not drawn) | 4 | 5% | -1 | 5% | 4% | 1 | -2% | 5% | 2 | -2%
COc1cccc(NC(=O)CN2C(=O)NC(C)(CCC(C)C)C2=O)c1 (stereo not drawn) | 8 | -14% | 0 | 5% | 2% | 13 | -5% | -5% | -3 | -2%
CCCC[n+]1ccn(-c2nc3ccccc3nc2[N-]S(=O)(=O)c2ccc(C)cc2)c1 | -4 | -18% | 2 | 6% | . | -4 | ? | -6% | -2 | 2%
COc1ccc(S(=O)(=O)NNC(=O)Nc2ccc(C)cc2C)c(OC)c1 | . | 6% | 11 | 13% | 5% | -2 | -3% | 11% | 7 | 5%
Cc1noc(C)c1CSCC(=O)Nc1nc2ccc(Oc3ccccc3)cc2s1 | -21 | 11% | 0 | . | -16% | 1 | -3% | -4% | -1 | 0%
CN(C)CCCNC(=O)/C(=C\c1ccc(-c2cccc([N+](=O)[O-])c2)o1)NC(=O)c1ccccc1 | -17 | -62%[inhibitor] | -5 | -3% | -12% | 0 | ? | 0% | -13 | 0%
Cc1cccc(OCCSc2nc(N)cc(N)n2)c1 | 19 | -1% | 6 | 11% | -2% | -7 | -6% | -8% | -5 | 0%
CCc1ccc(CN(C)C(=O)C2=CC=CN3CCS(=O)(=O)N=C23)cc1 | -50 | 18% | . | 2% | 0% | -2 | . | . | -14 | .
O=S(=O)(NCc1ccccn1)C(F)(F)F | -15 | 13% | 4 | 12% | 5% | -3 | -4% | -6% | -12 | .

4 structures out of the list, ordered by count of non-hydrogen atoms, high to low:
SMILES | KCNH2 3.1 inh | a7 integrin act | FBPA coupling cs | AT treatment | S-ASM inh | TRPV1 ag | MBNL1 CUG block | CXXC DNA block | hERG WT inh | GALK inh
CCCC[n+]1ccn(-c2nc3ccccc3nc2[N-]S(=O)(=O)c2ccc(C)cc2)c1 | -4 | -18% | 2 | 6% | . | -4 | ? | -6% | -2 | 2%
CC(=O)Nc1ccc(OCC(O)CN2CCCCC2C)cc1 (stereo not drawn) | 4 | 5% | -1 | 5% | 4% | 1 | -2% | 5% | 2 | -2%
Cc1cccc(OCCSc2nc(N)cc(N)n2)c1 | 19 | -1% | 6 | 11% | -2% | -7 | -6% | -8% | -5 | 0%
O=S(=O)(NCc1ccccn1)C(F)(F)F | -15 | 13% | 4 | 12% | 5% | -3 | -4% | -6% | -12 | .

Compound profiles (already shown). Screens in order: KCNH2 3.1 inh	a7 integrin act	FBPA coupling cs	AT treatment	S-ASM inh	TRPV1 ag	MBNL1 CUG block	CXXC DNA block	hERG WT inh	GALK inh
COc1cccc(NC(=O)CN2C(=O)NC(C)(CCC(C)C)C2=O)c1 (stereo not drawn) in the list: 8	-14%	0	5%	2%	13	-5%	-5%	-3	-2%
COc1ccc(S(=O)(=O)NNC(=O)Nc2ccc(C)cc2C)c(OC)c1 in the list: .	6%	11	13%	5%	-2	-3%	11%	7	5%

(more compounds)
SMILES | KCNH2 3.1 inh | a7 integrin act | FBPA coupling cs | AT treatment | S-ASM inh | TRPV1 ag | MBNL1 CUG block | CXXC DNA block | hERG WT inh | GALK inh
CN1C(C(=O)NCc2ccc(OC(F)(F)F)cc2)CC2Cn3c(nc4cc5ccccc5cc43)C21 (stereo not drawn) | ? | -16% | 5 | 3% | 0% | 16 | 5% | -4% | -35 | 3%
CC(C)CC1Nc2ncnc(N3CCN(c4ccccc4)CC3)c2N(Cc2ccccc2)C1=O (stereo not drawn) | -19 | 3% | . | 0% | -7% | ? | . | . | 1 | .
CC(=O)C1=C(C)NC(=O)NC1c1cccc([N+](=O)[O-])c1O (stereo not drawn) | 6 | 30% | 0 | -5% | 9% | 5 | ? | 3% | 7 | -1%
CCN(CC)C(=O)c1c2c(nc3ccccc13)-c1ccccc1CC2 | -4 | -9% | -1 | 8% | -3% | 6 | 7% | 8% | 14 | -4%
COC(C[C@H](O)[C@H](C)[C@@H](O)COCc1ccccc1)OC | 11 | 3% | -1 | 13% | -1% | 0 | 5% | -12% | -20 | -2%
COc1ccc(C)cc1NC(=S)NC12CN3CN(CN(C3)C1)C2 | . | . | 3 | 8% | . | -4 | -15% | -6% | . | 8%
Cc1n[nH]c(=S)n(/N=C/c2ccccn2)c1=O | 7 | -26% | 2 | -1% | 2% | 2 | 3% | ? | -6 | 2%
CN(C)c1ccc(-c2ccncc2)cc1 | . | . | 2 | -1% | . | 10 | 0% | 1% | . | -4%
O=C(c1ccc(F)cc1F)C1CCN(c2ccc([N+](=O)[O-])cn2)CC1 | -7 | -38% | 2 | -1% | -5% | 22 | 11% | -3% | -30 | 1%
COc1ccc(CN(CC(=O)NCc2ccccc2)C(=O)CCC(=O)Nc2ccccn2)cc1 | 10 | 39% | 0 | 3% | -3% | -6 | 1% | 1% | 2 | -1%
Cc1cccc2c(=O)c(C(=O)N3CCCCCC3)c[nH]c12 | 2 | 1% | -2 | -17% | 2% | 1 | -11% | 3% | 1 | 4%
CC(c1c(O)c2ccccc2[nH]c1=O)C1(C)CCC(O)C(C)(C)O1 (stereo not drawn) | -4 | -5% | -1 | 3% | 0% | -4 | 7% | 10% | -10 | -2%
CCCCOc1ccc(-c2csc(N)n2)cc1[N+](=O)[O-] | -3 | -11% | -4 | -8% | -8% | 16 | . | -5% | -10 | 0%
COc1ccc(NC(=O)CN(c2ccc(OC)cc2)S(=O)(=O)c2ccc(OC)c(OC)c2)cc1 | 0 | 10% | 0 | 3% | -6% | 1 | -4% | 6% | 6 | -1%
Cn1cnc2c1c(=O)n(Cc1cccc(Cl)c1)c(=O)n2C | 2 | 2% | 2 | 37% | 1% | 3 | -1% | -4% | 0 | -3%
COC(=O)CSc1nc(C2CC2)cc(C(F)(F)F)c1C#N | 6 | -11% | 10 | 10% | -2% | 15 | -4% | 12% | -2 | 6%
Cc1ccc(C23CC4CC(CC(C(=O)OCC(=O)N(C)C)(C4)C2)C3)cc1 | 13 | -14% | 4 | -3% | -4% | ? | -1% | -2% | -14 | 4%
COc1ccc(C2(C)NC(=O)N(CC(=O)N(c3ccccc3)C3CCS(=O)(=O)C3)C2=O)cc1 (stereo not drawn) | 16 | 5% | . | 7% | 1% | . | . | . | 10 | .
Cc1ccc(CNC(=O)C2CCC(CNc3nc(=S)[nH]c4ccccc34)CC2)cc1 (stereo not drawn) | -1 | 0% | -1 | 4% | 5% | 1 | -5% | 13% | -19 | 11%
COC(=O)Nc1ccc(S(=O)(=O)Nc2cccc3ccccc23)cc1 | 3 | -30% | 0 | -1% | -12% | -1 | ? | -2% | -1 | -1%

2 compounds drawn at random from those above:
SMILES | KCNH2 3.1 inh | a7 integrin act | FBPA coupling cs | AT treatment | S-ASM inh | TRPV1 ag | MBNL1 CUG block | CXXC DNA block | hERG WT inh | GALK inh
Cn1cnc2c1c(=O)n(Cc1cccc(Cl)c1)c(=O)n2C | 2 | 2% | 2 | 37% | 1% | 3 | -1% | -4% | 0 | -3%
COC(=O)CSc1nc(C2CC2)cc(C(F)(F)F)c1C#N | 6 | -11% | 10 | 10% | -2% | 15 | -4% | 12% | -2 | 6%

Other records
SMILES | KCNH2 3.1 inh | a7 integrin act | FBPA coupling cs | AT treatment | S-ASM inh | TRPV1 ag | MBNL1 CUG block | CXXC DNA block | hERG WT inh | GALK inh
Cc1ccc(C(=O)CCC2CCCC2=O)cc1 (stereo not drawn) | 9 | 6% | -1 | . | 4% | 21 | -1% | 15% | 17 | 4%
CCCCC1=CC2=C(c3ccco3)C(=O)C(C)(OC(=O)c3ccc(OC)cc3)C(=O)C2=CN1CCc1ccccn1 (stereo not drawn) | 4 | 36% | -5&-22 | 3% | 1% | -4 | 29% | 17% | 32 | -1%
COc1ccc(-c2noc(CCC(=O)N3CCN(c4ccccc4C(F)(F)F)CC3)n2)cc1 | 1 | -21% | . | 1% | -10% | . | . | . | -6 | .
Cc1cc(C(=O)OCC(=O)Nc2cc(Cl)ccc2C)c(C)o1 | -17 | 14% | . | -8% | 2% | 1 | . | . | 24 | .
Cc1ccc(N(CC(=O)N2CCN(c3ccc(F)cc3)CC2)S(=O)(=O)c2c(C)nn(C)c2C)cc1 | -12 | 17% | 1 | 6% | -5% | -4 | 5% | -4% | -7 | 2%
CN=C1S/C(=C\c2ccc(OCC(=O)OC)c(OC)c2)C(=O)N1C | 5 | 0% | 3 | -6% | 6% | -6 | ? | -3% | -13 | -3%

Bioassay records (PubChem BioAssay)
